All columns: NCI-60 one-dose screen, growth in % after 48 h at 10 µM unless noted; 100 = growth as untreated, 0 = no growth, -100 = all killed.
ACHN = ACHN renal cancer; 81,000 tested, 4.9% active; AID 1794771
IGROV1 = IGROV1 ovarian cancer; 79,000 tested, 4.7% active; AID 1794786
SN12C = SN12C renal cancer cells; 81,000 tested, 3.8% active; AID 1794767
CAKI-1 = CAKI-1 renal cancer | 75,000 tested, 4.7% active | AID 1794772
786-0 = 786-0 renal cancer cells; 81,000 tested, 5.1% active
UO-31 = UO-31 renal cancer. 81,000 tested, 5.2% active. AID 1794768
TK-10 = TK-10 renal cancer cells; 81,000 tested, 3.9% active
NCI/ADR-RES = NCI/ADR-RES ovarian cells; 81,000 tested, 4.4% active
Active calls of the source: *; · = not tested or not shown; & = joins results of further samples; [ ] = another dose, or the depositor's remark. Rule for the calls: active = growth percent below 10; inactive = the rest. No enrichment for hits; 9.3% or so of the library scored in one or more.

SMILES	ACHN	IGROV1	SN12C	CAKI-1	786-0	UO-31	TK-10	NCI/ADR-RES
Cc1cc2c(s1)CCCC1CC(=O)N(CCN3CCN(C)CC3)N=C21 (configuration not stated)	103	102	108	77	80	78	105	101
O=c1c2cccc(Cl)c2sc2c(Cl)nc3ccccc3c12	91	68	86	80	110	67	138	98
O=C1Nc2cc(Cl)ccc2/C1=C\c1ccc(OCc2ccc(Br)cc2F)cc1	-83*	-89*	-70*	-77*	-93*	-69*	·	-0.1*
CCOC(=O)c1nn(C2CCCCO2)c2ccc(NC(=O)c3ccccc3)cc12 (configuration not stated)	95	102	98	89	98	93	129	102
Cc1cc(-n2cc(-c3c(O)c(O)cc4c(O)c(-c5c(C)cc6c(-c7cn(-c8ccc(O)c(C)c8)nn7)c(O)c(O)cc6c5O)c(C)cc34)nn2)ccc1O	91	81	84	·	99	42	118	97
O=[N+]([O-])c1ccc(Oc2ccccc2)cc1	105&106	104&84	116&120	126&93	106&103	88&80	103&98	107&96
CCOC(=O)n1cnc2c(Cl)ncnc21	108	·	119	90	159	97	·	246
COc1ccc2c(c1)oc1c(C)c3c(c(C)c12)C(=O)N(CCOS(C)(=O)=O)C3=O	97	88	94	95	95	88	124	98
COc1cccc(/C=C/C(=O)c2c(C)nc3ccccc3c2/C=C/c2ccccc2)c1OC	31	21	31	39	42	49	62	10
O=C(CSC(=S)N1CCOCC1)Nc1ccc(Cl)cc1	53	92	94	·	92	68	85	88
ClCc1ccc(-c2ccc(Cn3cnc4c(Cl)nc(Cl)nc43)cc2)cc1	-21*	-64*	26	-99*	13	·	-68*	21
CCCCCc1ccc(S(=O)(=O)Nc2ccc3nc(NC(C)=O)[nH]c3c2)cc1	94	76	93	68	99	63	103	99
Cc1cc(Cl)c2ccc(Cl)c(C)c2n1	105	104	99	99	101	105	91	105
CNC(=O)c1cc(Oc2ccc(CC(=O)Nc3cc(C(C)(C)C)cn3C)cc2)ccn1	67	67	68	56	90	87	108	72
CCC1(C(OC)OC)NC(=O)N(C)C1=O (configuration not stated)	112	132	·	102	99	95	110	104
Cc1ccc2c(c1)C(C)CC2(C)C (configuration not stated)	97	96	99	89	102	90	100	101
CCn1cc(C(=O)O)c(=O)c2cc(F)c(N3CCN(CCC(=O)Nc4ccc(/C(C)=N/O)cc4)CC3)cc21	·	94	100	·	97	91	94	99
c1ccc(Nc2ccccn2)nc1	96	114	97	95	98	97	99	112
CCSc1nnc(NC(=O)c2cc(-c3ccccc3)oc2C)s1	111	105	104	97	100	102	129	114
Nc1ccc2c(O)cc(S(=O)(=O)O)cc2c1	93&96	86&130	87&95	87	105&99	64&70	143&94	105

Limited to IGROV1 and 786-0, for 4 of the compounds above:
SMILES	IGROV1	786-0
CCCCCc1ccc(S(=O)(=O)Nc2ccc3nc(NC(C)=O)[nH]c3c2)cc1	76	99
Cc1cc(Cl)c2ccc(Cl)c(C)c2n1	104	101
CNC(=O)c1cc(Oc2ccc(CC(=O)Nc3cc(C(C)(C)C)cn3C)cc2)ccn1	67	90
CCC1(C(OC)OC)NC(=O)N(C)C1=O (configuration not stated)	132	99

New compounds follow
SMILES	ACHN	IGROV1	SN12C	CAKI-1	786-0	UO-31	TK-10	NCI/ADR-RES
O=C(O)C1C[C@](O)(c2ccccc2Cl)[C@@H](c2ccccc2Cl)O1 (some centres not stated)	89	·	108	·	93	84	113	103
O=C(O)c1ccc(N2C(=O)/C(=C\c3ccc(-c4ccccc4F)o3)SC2=S)cc1O	103	105	102	95	103	83	102	101
O=C(O)CN1C(=O)/C(=C/c2cc3cc4c(cc3nc2Cl)OCO4)SC1=S	114	109	108	92	115	79	156	108
CCOC(=O)c1sc(/N=C2\NC(=O)/C(=C3/C(=O)N(Cc4ccccc4)c4ccccc43)S2)nc1C	103	99	109	·	106	88	102	98
C=CCn1c2c(c3ccccc31)CC1CN(Cc3ccco3)C(=O)C1C2C(=O)O (configuration not stated)	102	98	93	99	·	92	110	102
CO[C@H]1/C=C/O[C@@]2(C)Oc3c(C)c(O)c4c(O)c(c(/C=N/N5CCN(C)CC5)c(O)c4c3C2=O)NC(=O)/C(C)=C\C=C\C(C)[C@H](O)[C@@H](C)[C@@H](O)[C@@H](C)[C@@H](OC(C)=O)[C@@H]1C (some centres not stated)	82	105	105	90	97	88	99	105
Cc1c(Cl)ccc(O)c1[N+](=O)[O-]	106	111	98	98	96	94	99	109
CC(=O)/C=C(\CC(C)C)OC(=O)c1ccccc1	97	102	103	88	100	70	98	99
O=C(NCn1c(=O)[nH]c2ccccc2c1=O)Nc1ccccn1	105	103	103	90	94	83	111	103
COc1ccccc1C(=O)NC(=S)Nc1ccc(-c2nc3ccccc3o2)cc1	99	105	93	99	93	90	102	103
CC(=O)OC1=C2C(CC3C4CC=C5CC(OC(C)=O)CCC5(C)C4CCC23C)C(C#N)(C#N)C(C#N)(C#N)C1 (configuration not stated)	100	109	95	93	101	83	117	105
O=C(O)C#Cc1ccc(Cl)cc1Cl	104	122	118	109	97	89	112	116
Cc1cccc(C[C@H](NC(=O)Nc2ccc(Cl)cc2F)C(=O)N[C@@H]2C(=O)N3C[C@H](OC(=O)CCN(C)C)C[C@H]3C(=O)N3CCCC[C@H]3C(=O)N[C@@H](C)C(=O)N3C[C@H](C)C[C@H]3C(=O)O[C@H]2C)c1	27	36	13	16	22	31	48	95
C#C[C@]1(O)CC[C@H]2[C@@H]3CC=C4c5sc(Nc6cc(C)cc(C)c6)nc5CC[C@]4(C)[C@H]3CC[C@@]21C	34	47	51	11	-31*	8.2*	63	48
COc1ccc([C@@H]2c3[nH]c4ccccc4c3C[C@H]3C(=O)N(C4CCN(Cc5ccccc5)CC4)CC(=O)N23)c(OC)c1	81	64	79	47	91	46	99	89
CC/C(=C(\c1ccc(O)cc1)c1ccc(OCCN(C)CCN(C)C(=O)CCCCC(=O)c2c(C)[nH]c(/C=C3\N=C(c4ccc[nH]4)C=C3OC)c2C)cc1)c1ccccc1	92	90	83	78	103	56	119	97
O=C(CCl)Oc1c(Cl)c(Cl)c(Cl)c(Cl)c1Cl	105	75	106	101	108	80	126	99
Cc1nc(Nc2cccnc2)sc1C(=O)/C=C/c1ccc(Cl)cc1	40	15	7.9*	47	12	25	8.6*	35
O=C(O)C1Cc2c([nH]c3ccccc23)C(c2ccc(Cl)cc2Cl)N1 (configuration not stated)	98	105	102	106	100	108	120	103
FC(F)(F)C(C(Cl)Cl)C(Cl)(Cl)Cl (configuration not stated)	109	111	98	97	104	96	108	109
CCOC(=O)CN1CCC(C2(c3cc4ccccc4[nH]3)OCCO2)CC1	95&112	107&136	103&102	94&100	102&113	79&105	110&100	107&110
Cc1ccc(O)c(C(=O)c2ccccc2)c1	104	113	100	104	111	97	111	105
CCc1cc2c(cc1C(C)=O)C(C)(C)CC(C)C2(C)C (configuration not stated)	99	·	99	97	97	93	95	98
COc1cc(NC(=O)OCc2ccccc2)c2ncccc2c1	99	146	92	91	101	77	115	97
Clc1ccc(-c2cnc(Cl)nc2NC2CCCCCC2)c(Cl)n1	99	78	92	87	92	58	114	94
N#Cc1ccc(C(=O)CSc2nccc(Nc3ccc(S(=O)(=O)Nc4ncccn4)cc3)n2)cc1	102	106	100	100	103	79	104	103
COC(=O)c1nc(=S)[nH]c(C(=O)OC)c1C(=O)c1cccnc1	96	90	103	82	126	80	117	105
COCCCNS(=O)(=O)c1ncnc2nc[nH]c12	118	142	114	101	99	97	140	100
NS(=O)(=O)c1ccc(NC(=O)CNNc2nc3ccccc3c(=O)n2-c2ccccc2)cc1	101	92	96	96	96	82	100	96
CCOC(=O)C1C(=O)N(c2ccccc2CC)C(=O)C(C#N)=C1c1ccc(OC)c(OC)c1 (configuration not stated)	105	108	122	90	99	98	112	98
N=C(N)N=Nc1ccc(O)cc1	21[100 µM]	85[100 µM]	104[100 µM]	53[100 µM]	29[100 µM]	82[100 µM]	124[100 µM]	37[100 µM]
CCCCNS(=O)(=O)c1ccc(OC)c(N)c1	99	107	93	88	107	83	102	103
CCC1=Cc2cc(Cl)cc(Cl)c2OC12C=Cc1cc(Cl)cc(Cl)c1O2 (configuration not stated)	100	109	102	97	105	85	104	104
COc1cc(CN(c2ccc(Cl)cc2)C2OC(=O)c3ccccc32)cc(OC)c1OC (configuration not stated)	86	64	61	69	71	72	·	56
O=C(c1nnc(Nc2cccc(Cl)c2)o1)c1c[nH]c2ccccc12	103	90	98	103	106	96	113	99
COc1ccc(C2=C(Br)C(=O)C(c3ccc(OC)cc3)=C(Br)C2=O)cc1	106	111	105	108	97	92	131	106
CC12CC[C@@H]3[C@]4(C)COC(c5cccc(Br)c5)O[C@@H]4CC[C@@]3(C)[C@@H]1CC(C1=CCOC1=O)O2 (some centres not stated)	84	92	88	88	85	55	78	81
C/C=C/C(O)c1ccccc1 (configuration not stated)	103	104	99	106	105	93	98	105
NC1=NC2OC(CO)C(O)C2O1 (configuration not stated)	115&101	121&107	97&104	101&110	106&125	95&97	104	112&112
O=C(CN1CCCCC1)Nc1ccc(S(=O)(=O)c2ccc(NC(=O)CN3CCCCC3)cc2)cc1	117	109	104	105	88	52	106	102
COc1cc(C(=O)Nc2nn(C)c3nc4cc(C)ccc4cc23)cc(OC)c1OC	84	104	89	86	97	73	103	95
NC(=Nc1ccccc1)SCCCCCSC(N)=Nc1ccccc1	81	75	81	79	72	34	72	67
CC1(/C=N/NC(N)=S)NC(=O)NC1=O (configuration not stated)	108	111	95	97	105	97	97	111
CC1CCN(CCCCCOc2ccc3oc4ccc(Cl)cc4c(=O)c3c2)CC1	94	70	71	80	46	63	76	72
O=CCN1C(=O)c2ccccc2C1=O	101	107	94	72	105	96	93	102
COc1cc(/C=C/c2cc(/C=C/c3ccc(O)c(OC)c3)n(C(=O)c3ccc(Cl)cc3)n2)ccc1O	12	34	14	18	19	0.6*	·	22
CC/C=C\C/C=C\C[C@H](O)C/C=C1/C(=O)C=C[C@H]1C/C=C\CCC(=O)OC	27[8.25 µM]	37[8.25 µM]	1.2*[8.25 µM]	55[8.25 µM]	45[8.25 µM]	48[8.25 µM]	59[8.25 µM]	40[8.25 µM]
COc1ccc2[nH]cc(/C=N/Nc3nc4ccccc4s3)c2c1	64	30	70	41	53	37	103	66
O=C(NCCCNC(=O)OCc1ccc2c(Cl)cc(Cl)c(O)c2n1)OCc1ccc2c(Cl)cc(Cl)c(O)c2n1	36	41	45	47	53	33	63	19
CSc1nc(O)c(Nc2cccc(Cl)c2)c(=O)[nH]1	100	105	94	96	93	100	141	105

Profiles as entered above.
Profile of Cc1cc(Cl)c2ccc(Cl)c(C)c2n1 → ACHN: 105; IGROV1: 104; SN12C: 99; CAKI-1: 99; 786-0: 101; UO-31: 105; TK-10: 91; NCI/ADR-RES: 105
Profile of NS(=O)(=O)c1ccc(NC(=O)CNNc2nc3ccccc3c(=O)n2-c2ccccc2)cc1 → ACHN: 101; IGROV1: 92; SN12C: 96; CAKI-1: 96; 786-0: 96; UO-31: 82; TK-10: 100; NCI/ADR-RES: 96
Profile of COc1ccc2c(c1)oc1c(C)c3c(c(C)c12)C(=O)N(CCOS(C)(=O)=O)C3=O → ACHN: 97; IGROV1: 88; SN12C: 94; CAKI-1: 95; 786-0: 95; UO-31: 88; TK-10: 124; NCI/ADR-RES: 98

(next part)
SMILES	ACHN	IGROV1	SN12C	CAKI-1	786-0	UO-31	TK-10	NCI/ADR-RES
Nc1cccc2cc(O)ccc12	87	105	98	91	109	85	133	98
CC/C=C\C/C=C\C[C@H](O)C/C=C1/C(=O)C=C[C@@H]1C/C=C\CCCC(=O)O	60	63	17	38	-39*	57	79	31
COc1ccc(-c2cc(NC(=O)Nc3ccc4ncsc4c3)no2)cc1	100	107	96	91	99	106	104	106
CCc1ccc(C(C(=O)O)N2CCN(c3cc(C)nn3-c3ccccc3)CC2)cc1 (configuration not stated)	105	111	102	91	95	87	92	105
c1ccc2sc(-c3cnn4cccnc34)nc2c1	89	72	94	84	109	56	140	105
CC(=O)C(C)(c1ccc(Cl)cc1)c1ccc(Cl)cc1	102	103	105	94	97	88	85	102
O=C(CSc1nccc(Nc2ccc(S(=O)(=O)Nc3nccs3)cc2)n1)c1ccc(F)cc1	103	106	110	96	103	76	110	101
CCc1ccc(Oc2c(-c3ccc(OCc4ccc(Cl)cc4)cc3O)nn(C)c2C(F)(F)F)cc1	5.4*	24	4.9*	3.3*	-37*	-23*	-1.9*	-3.6*
COc1ccc(NC(=O)CSc2nnc(-c3cccs3)n2-c2ccccc2)cc1	48	89	65	66	60	69	87	54
C=C(Cl)COC(=O)C(C)OC(C)=O (configuration not stated)	107	110	105	96	·	97	104	101
CCOC(=O)C1=CSC2=NC3=C(CCC/C3=C\c3ccc(Cl)cc3)C(c3ccc(Cl)cc3)N12 (configuration not stated)	107	109	95	103	101	95	119	98
c1ccc(-c2c3c(cn2CCN2CCCC2)-c2oncc2CC3)cc1	98	110	97	92	98	84	118	108
O=C1Nc2ccc(Br)cc2C1=O	101	98	97	100	109	79	131	108
Oc1ccc(CSc2nnc(-c3ccccc3)o2)c2cccnc12	10	18	32	17	24	1.5*	29	11
NC(=O)N/N=C/c1ccc(Br)cc1O	100	97	·	101	99	83	93	97
Nc1nc2c(c(=O)[nH]1)C(c1ccc3c(c1)OCO3)C=C(C(=O)O)N2 (configuration not stated)	111	111	113	97	98	102	117	109
N#Cc1c(-c2cccs2)nc2c(c(-c3ccccc3)nn2-c2ccccc2)c1-c1ccc(O)cc1	89	95	84	81	89	112	104	91

Screening results as filed in PubChem.
